From PubChem BioAssay
Pf Dd2 growth: blocks in vitro growth of P. falciparum Dd2. Potency, µM (doses to about 28.9 µM), inactives show at the top dose activity, negative = inhibition, actives largely listed as inhibitors. P. falciparum Dd2 growth, SYBR Green, 72 h. 4.3% of 120,000 active; active means well fitted inhibition curve with a large enough effect; inconclusive means small, poorly fitted or top-dose-only effect; inactive means no such curve, though single readings can be large or run the other way;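 further: plate controls were DMSO vehicle for no effect and reference drug for full effect; nearly all actives have a fitted effect of over 65% in size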
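Readout: SYBR Green fluorescence, 485 nm excitation, 535 nm emission, after ~16 h lysis at 37C. Before that, Dd2-infected red cells (2.5% hematocrit) grew 72 h with compound, 29 uM top final concentration.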
Starred values were filed as active, the others as inactive; i = inactive; u = inconclusive; [ ] = another dose, or the depositor's remark. Potency means the concentration at half of the fitted maximal effect. These rows are one share of the data; count on the stated rates, not on these rows.

canonical_smiles,Pf Dd2 growth
CCCCc1nn(CC(=O)NC(CC)c2cccc(C)n2)c(=O)n1CC (stereo not given),-15%
O=C(NCC(c1ccc(Cl)cc1)N1CCCCC1)c1ccccc1F (stereo not given),u
Cc1cc(C)cc(NC(=O)COCc2cc(-c3ccc4c(c3)OCO4)on2)c1,129%[activator]
O=C(Nc1ccon1)[C@@H]1C[C@@H](c2ccc(F)cc2)N([S+](=O)([O-])c2ccccc2)C1,i
COc1ccc(-c2cc(-c3cccnc3)c3cncn3c2)cn1,-1%[44.1 µM]
Cc1ccccc1CN1Cc2nc(-c3cnn(Cc4ccccc4)c3)ccc2OCC1=O,-40%[44.1 µM]
COc1cccc(-c2cc(C(=O)NCCOc3ccccc3)[nH]n2)c1,-13%
COc1ccc(N2CCN(C(=O)c3cccn3-c3nnc(N4CCCC4)s3)CC2)cc1,12%
Cc1cc(CN2CCn3c(nn(-c4ccc(C(F)(F)F)cc4)c3=O)C2)no1,-19%
Cc1ccc(C)c(C(=O)N2CCc3[nH]nc(C(=O)NCCCc4ccccc4)c3C2)c1,i
Cc1ccc(CN2CCCCCCNC(=O)[C@@H]3CCC[C@@H]32)o1,u
O=C(NCCN1CCOCC1)c1ccc2nccn2c1,0%[44.1 µM]
COc1ccc(CN2CCNC(=O)C2CC(=O)NCc2ccncc2)cc1OC (stereo not given),8%
COCc1nnc2n1CCC(NC(=O)Cc1c(C)noc1C)CC2 (stereo not given),24%
Cc1cc(C[C@@H]2COC[C@@H]2NC(=O)C2CCN(C(=O)N(C)C)CC2)on1,-8%
COc1ccc(NC(=O)N2CCCC(Cc3nncn3C)C2)cc1 (stereo not given),8%
CCCN(C)c1nccnc1OC1CCN(C(=O)c2ccn[nH]2)C1 (stereo not given),-26%
COc1ccccc1CNC(=O)[C@H]1CN2CC[C@H]1C[C@@H]2Cn1cc(CCO)nn1,5%[44.1 µM]
COCCOCc1nc(C2CCCCN2C(=O)Nc2cccc(C(F)(F)F)c2)no1 (stereo not given),u
CC(C)NC[C@H]1COCc2nc3ccccc3n21,u
O=S(=O)(NCCc1csc2nc(-c3ccccc3)nn12)c1ccc(Cl)s1,16%
Cc1ccc(CNC(=O)c2cc(S(=O)(=O)N3CCCCCC3)cn2C)cc1,-13%
Cc1nn(Cc2ccccc2)c(C)c1[C@@H]1C=C[C@@H](NC(=O)C2CCCCC2)C1,i
O=C(Cn1nc2n(c1=O)CCCC2)Nc1ccc2c(c1)OCCO2,i
CCOc1ccccc1NC(=O)CSc1cc(=O)n(CC)c2ccccc12,-5%
O=c1oc2c3c(ccc2c2ccccc12)OCN(Cc1ccccc1Cl)C3,5.6µM*
O=C(NC1CCN(c2cc(-c3ccccc3)[nH]n2)C1)c1ccccc1F (stereo not given),5%
O=C(C1CCCC1)N1CCC2(CC1)CC(N(C(=O)c1ccccc1)C1CC1)CCO2 (stereo not given),i
Cc1ccc(C)c(Cn2c(=O)n(-c3ccc(Cl)cc3)c(=O)c3c(C)c(C)sc32)c1,40%[activator]
Fc1ccc(NCc2nnc3n2CCCCC3)cc1Cl,11%
CCCCC(=O)N1C[C@@H](CO)[C@H](c2nc(-c3ccncc3)no2)C1,-17%
COc1ccc(NC(=O)c2cn3c4c(ccc(Cl)c4c2=O)OC(C)C3)cc1OC (stereo not given),u
CCNC(=O)C1C(c2cccc(NC(=O)c3cccs3)c2)OC(=O)N1Cc1ccc(C)cc1 (stereo not given),i
COc1ccc(CCNC(=O)CCCCn2c(=O)c3ccccc3n(Cc3ccccc3)c2=O)cc1OC,u
CCc1nc2c(c(-c3ccc(Cl)cc3)n1)CN(Cc1ccccn1)CC2,u
CN1C(=O)CO[C@H]2CN(S(C)(=O)=O)C[C@H]21,4%[44.1 µM]
CC(C)NC(=O)c1nc(-c2ccsc2)c2ccccn12,2%[44.1 µM]
C[S+](=O)([O-])c1ccc(-c2cnc3n[nH]c(-c4ccc5c(c4)OCO5)c3n2)cc1,u
O=C1Nc2ccc(/C=C/c3ccccc3)cc2C(=O)N2C[C@H](O)C[C@@H]12,-19%[44.1 µM]
CN(Cc1ccc(-c2ccccc2)cc1)CC1CCCCC1,-27%[44.1 µM]
CC(=O)N1CCCc2cc(S(=O)(=O)N3CCCC(C(=O)NCc4ccc(C)cc4)C3)ccc21 (stereo not given),167%[activator][5.79 µM]
CCOC(=O)C1CCCN(C(=O)Cn2ncc3c(C)n(Cc4ccc(Cl)cc4)c(C)c3c2=O)C1 (stereo not given),-18%
COc1ccc2c(c1)NC(c1ccc(F)cc1)=NC(c1ccc(F)cc1)=N2,u
O=C(Cc1ccsc1)NC1CCCN(c2cc(-c3ccccc3)[nH]n2)C1 (stereo not given),-5%
N#Cc1c(-n2ncnc2-c2cccc(Br)c2)sc2c1CCCCC2,91%[activator]
CCOc1ccc(CC(=O)Nc2c(C(=O)Nc3ccc(OC)cc3OC)oc3ccccc23)cc1,3%
CN(Cc1ccsc1)C(=O)C1CCCN(C2CCN(C(=O)C3CC3)CC2)C1 (stereo not given),-24%
O=C(NCc1cccnc1)C1CCC(=O)N(Cc2cccc(C(F)(F)F)c2)C1 (stereo not given),-4%
COc1cccc(CNC(=O)C2(c3ccc(NC(C)=O)cc3)CCCCC2)c1,-1%
CN(Cc1cc(C(C)(C)C)n[nH]1)C(=O)[C@H]1CCC[C@@H](O)C1,-9%

In the list so far, three contain a CF3 group.
canonical_smiles,Pf Dd2 growth
Cc1cc(CN2CCn3c(nn(-c4ccc(C(F)(F)F)cc4)c3=O)C2)no1,-19%
COCCOCc1nc(C2CCCCN2C(=O)Nc2cccc(C(F)(F)F)c2)no1 (stereo not given),u
O=C(NCc1cccnc1)C1CCC(=O)N(Cc2cccc(C(F)(F)F)c2)C1 (stereo not given),-4%

A second format for part of the listing above.
CCNC(=O)C1C(c2cccc(NC(=O)c3cccs3)c2)OC(=O)N1Cc1ccc(C)cc1 (stereo not given)
- Pf Dd2 growth: i
COc1ccc(CCNC(=O)CCCCn2c(=O)c3ccccc3n(Cc3ccccc3)c2=O)cc1OC
- Pf Dd2 growth: u
CCc1nc2c(c(-c3ccc(Cl)cc3)n1)CN(Cc1ccccn1)CC2
- Pf Dd2 growth: u
CN1C(=O)CO[C@H]2CN(S(C)(=O)=O)C[C@H]21
- Pf Dd2 growth: 4%[44.1 µM]

Later entries
canonical_smiles,Pf Dd2 growth
Cc1ccc(-n2c(=O)c3ccc(C(=O)NCc4ccccc4Cl)cc3n(CC(N)=O)c2=O)cc1,23%
CN(C(=O)c1ccc2c(c1)N(Cc1ccccc1F)C(=O)c1ccccc1S2)C1CCCCC1,u
COc1ccc(NC(=O)N2CCC(Oc3ncccc3C(=O)N3CCOCC3)C2)cc1 (stereo not given),21%
COc1ccc(-c2nn(-c3ccc(C)cc3)c3c2cnc2ccc(C)cc23)cc1OC,i
O=C1CC(C(=O)N2CCC(O)(c3cccnc3)CC2)CN1Cc1ccccn1 (stereo not given),-7%
O=C(Cn1ccn2nc(-c3ccccc3)c(CO)c2c1=O)Nc1cc(F)cc(F)c1,i
O=C(NCC1CCCO1)c1cc2n(n1)CC(c1ccc(Br)cc1)OC2 (stereo not given),i
Cc1nc(N2CCCC2)ncc1C(=O)NCc1ccccc1Cl,14%
Cc1ccc(-c2noc([C@@H]3Cc4nc[nH]c4CN3C(=O)CCCC(=O)O)n2)cc1,-6%[44.1 µM]
COc1ccc2c(CNCc3cccs3)c(C(=O)O)n(Cc3ccccc3)c2c1,-18%
Cc1cc(C(=O)N(CCC(=O)NCCC(C)C)CCC(C)C)c(C)o1,11µM*
O=C1[C@@H]2C[C@@H](CN2C(=O)c2ccccc2F)Oc2ccccc2N1Cc1ccccc1,-16%[44.1 µM]
N#Cc1cccc(CN2CCOC[C@H]2c2ncc(-c3ccc(F)cc3)[nH]2)c1,-10%[44.1 µM]
COc1ccc(-n2nnc(C(=O)Nc3ccccc3F)c2N)cc1,31%[activator]
COc1ccc(Nc2cc(C(=O)NCc3ccccc3)c3ccccc3n2)cc1OC,18%
Cc1cccc(C(=O)N2CCCC(Cc3nncn3C)C2)c1 (stereo not given),3%
O=C(c1cccnc1)N1CCC2(CC1)C(=O)NN=C2c1ccncc1,15%
CC(=O)Nc1ccc(NC(=O)C(NS(=O)(=O)c2ccc(Br)s2)c2ccccc2)cc1 (stereo not given),7%
CN(C)CCNC(=O)C(C)(C)Oc1nn(Cc2cccc(Cl)c2)c2ccccc12,-8%[44.1 µM]
Cc1ccccc1-c1cc(O)c2c(c1)CN(C(=O)C1CCNCC1)CCO2,-25%
O=C1NC(=NC2CCCCC2)C2(CCN(Cc3ccsc3)C2)N1c1cc(F)cc(F)c1 (stereo not given),6%
O=C(NC1CCN(c2cc(-c3cccs3)[nH]n2)C1)c1cccs1 (stereo not given),u
O=C(NCc1ccc(F)cc1)c1cc(C2CC2)nc2onc(C3CCNCC3)c12,10µM*
CCCS(=O)(=O)N1CC(F)(F)C[C@H]1c1nnc(C)o1,32%[activator]
COc1ccc(S(=O)(=O)c2cn(C)c3cc(N4CCCCC4)c(F)cc3c2=O)cc1,8.9µM*
O=C1NCc2ccccc2CC12CCN(CC1CC=CCC1)CC2 (stereo not given),u
CCCS(=O)(=O)N1CCC2(CC1)c1[nH]c3ccccc3c1CCN2C,u
Cc1noc(-c2ccc(OC(F)(F)F)cc2)c1C(=O)NCCCc1ccccc1,i
CCN(CC)C(=O)[C@@H]1CCC[C@@H](NC(=O)c2ccc(Cl)cc2)CN(C)C(=O)C1,-5%[44.1 µM]
O=C(CN1Cc2ccccc2C1=O)Nc1cc(F)ccc1F,i
COc1cccc(S(=O)(=O)N2CCC(Cc3nncn3C)CC2)c1,-4%
Cc1ccccc1CNC[C@H]1Cn2cc(-c3ccccc3)nc2CO1,u
Cc1cccc(NC(=O)c2cc3c(C)nn(-c4ccccc4)c3s2)c1,u
Cc1cccc(CN2CCCCCCNC(=O)[C@@H]3CCC[C@@H]32)c1,u
O=C1NC(=NC2CCCCC2)C2(CCCN(Cc3cccnc3)C2)N1c1cccnc1 (stereo not given),5%
CCN(CC)C(=O)C(C)[C@@H]1CC[C@@]2(C)Cc3sc(NC(=O)C4CC4)nc3[C@@H](C)[C@@H]2[C@H]1O (stereo not given in full),32%[activator]
CC1(COc2ccc3[nH]ccc3c2)COc2ccc(C(=O)NCc3cccs3)cc2N1 (stereo not given),-2%[44.1 µM]
Cc1cccc(CN2CCCC(c3nc(CCOCC4CC4)no3)C2)c1 (stereo not given),i
COc1ccc(NC(=O)CCNS(=O)(=O)c2ccc3c(c2)CCN3C(=O)C2CC2)cc1Cl,-10%
O=C(COc1ccc(F)cc1)N1CCC(c2noc(-c3ccncc3)n2)C1 (stereo not given),u
CCOc1ccc(C(=O)CSc2nc3cc(C(=O)NC4CCCC4)ccc3c(=O)n2CC2CCCO2)cc1 (stereo not given),i
COc1ccc(NC(=O)Cn2ccn3nc(-c4ccccc4)c(CO)c3c2=O)cc1OC,29%
O=C(O)C1c2ccccc2CC(=O)N1Cc1ccccc1 (stereo not given),-23%
CCOc1ccc(NC(=O)[C@@H](c2ccccc2)N2Cc3ccccc3C2=O)cc1,-17%
CCOCC(=O)N1CCCn2ccnc2C1CC (stereo not given),14%
Cc1cc(Cn2cc3c4c(cccc42)[C@H](CC(C)C)N[C@H](C(=O)NCc2nccs2)C3)no1,-7%
Cc1noc(C)c1CC(=O)N1CCC2(CC1)CN(C(=O)NC(C)C)Cc1ccccc1O2,14%
COc1ccc(CC(=O)Nc2ccc3ncnc(N4CCCC4)c3c2)cc1Cl,u
CCOc1ccc(NC(=O)CCc2c(C)nc3c4c(C)cc(C)nc4nn3c2C)cc1,i
O=C1CCC2(CCCN(C(=O)c3ccc(=O)[nH]c3)C2)CN1CCc1cnc[nH]1 (stereo not given),-3%

New compounds follow
canonical_smiles,Pf Dd2 growth
CC(C)N1C(=O)C(CC(=O)NCC2CCN(Cc3ccccc3F)CC2)=C2CCCCC21 (stereo not given),u
O=C(C[C@H]1NC(=O)c2ccccc2NC1=O)Nc1cccc(C(F)(F)F)c1,-3%
O=C(CCc1nc2ccccc2[nH]1)N1CCC(c2nc(CCOCC3CC3)no2)C1 (stereo not given),-4%
CCOc1ccc(S(=O)(=O)N2CCC(C3CCN(C(C)=O)CC3)C2)cc1 (stereo not given),u
Cc1ccc(C(=O)N2CC3(Cc4ccccc4C(=O)N3)C2)cc1,-7%
Cc1cc(C)cc(C(=O)N2CCC(Oc3ncccc3C(=O)N(C)C)C2)c1 (stereo not given),-11%
CCn1c(=O)c2c(cc(C)n2C)n(CC(=O)Nc2ccccc2F)c1=O,i
Nc1cncc(-c2ccc(CN3CCCC3)cn2)c1,6%
CC(C)c1ccc(NC(=O)c2ccc(F)c(S(=O)(=O)N3CCc4ccccc43)c2)cc1,u
CCc1ccc2oc(C(=O)Nc3nonc3CC)c(C)c2c1,-22%
CCOc1ccccc1CN1CCN(c2ccnc(N)n2)CC1CCO (stereo not given),i
CCOCCOC1CCN(C(=O)c2ccc3cc[nH]c3c2)CC1,27%
CCCNC1(Cc2cc(-c3ccc(F)cc3)on2)COC1,i
Cc1ccc(-c2ccc(=O)n(CC(=O)NCCc3ccccc3)n2)cc1,35%[activator]
Cn1nnnc1SCCCNCc1ccccc1OCc1ccc(Cl)cc1,u
